Source: PubChem BioAssay
HIF-2a inh: blocks HIF-2a reporter activity | inhibition, % at 18.8 µM | 360,000 compounds, 0.72% hits | 786-0 RCC cells HIF-2a reporter, luciferase luminescence, overnight;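 active = inhibition of the luminescence signal of 40% or more relative to plate controls, in a single-dose primary screen at 18.75 µM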
CaV13 FRET inh: Primary screen for inhibitors of IQ motif and Ca2+-dependent inactivation inhibitor domain binding in CACNA1D, Förster resonance energy transfer in living cells, …; 340,000 compounds, 0.098% hits; AID 743397; HEK cells, CFP/YFP FRET ICDI-IQ, plate reader, 10 min; percent FRET-ratio fall versus neutral wells; inhibition, % at 12.3 µM;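 active = mean replicate inhibition of at least 30% and at least 1% of replicates passing that level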;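 also: 0% = median of the neutral control wells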
PDI inh: blocks human protein disulfide isomerase activity; AID 588391; inhibition, % at 10 µM; P07237; 350,000 compounds, 0.052% hits; PDI insulin aggregation turbidity, A650, 90 min;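 active = mean inhibition across replicates of 30% or more, whatever share of single replicates reach that level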;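 also: absorbance from insulin aggregation driven by PDI reduction with DTT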
Target sequence (P07237 whole entry, looked up): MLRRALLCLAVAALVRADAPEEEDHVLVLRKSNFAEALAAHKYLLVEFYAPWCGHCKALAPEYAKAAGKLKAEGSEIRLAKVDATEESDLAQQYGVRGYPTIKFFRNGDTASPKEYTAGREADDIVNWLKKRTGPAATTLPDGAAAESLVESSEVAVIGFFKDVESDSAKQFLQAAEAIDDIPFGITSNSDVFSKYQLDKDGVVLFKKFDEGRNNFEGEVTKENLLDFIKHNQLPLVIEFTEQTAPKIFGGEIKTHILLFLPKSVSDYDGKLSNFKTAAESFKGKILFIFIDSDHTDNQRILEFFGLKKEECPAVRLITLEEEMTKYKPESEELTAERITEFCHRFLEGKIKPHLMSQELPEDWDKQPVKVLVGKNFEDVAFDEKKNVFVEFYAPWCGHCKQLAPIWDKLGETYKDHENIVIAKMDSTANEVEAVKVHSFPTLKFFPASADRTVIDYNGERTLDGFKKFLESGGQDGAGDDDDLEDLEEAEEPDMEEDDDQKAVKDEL
NR2E3 ag-1: activates human NR2E3 receptor; Q9Y5X4; CHO-S Gal4-NCOR/VP16-NR2E3 two-hybrid, luciferase; inhibition of corepressor binding, % at 3.98 µM; 360,000 compounds, 0.35% hits; AID 602229;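 active = inhibition above the mean of all tested compounds plus 3 SD, cut at about 70% in these data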;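 also: 0% = DMSO with NR2E3 transfected cells and 100% = cells lacking NR2E3 construct; higher means lower luciferase signal from less NR2E3 corepressor binding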
Target sequence (Q9Y5X4 whole entry, looked up, the tested form may be a part): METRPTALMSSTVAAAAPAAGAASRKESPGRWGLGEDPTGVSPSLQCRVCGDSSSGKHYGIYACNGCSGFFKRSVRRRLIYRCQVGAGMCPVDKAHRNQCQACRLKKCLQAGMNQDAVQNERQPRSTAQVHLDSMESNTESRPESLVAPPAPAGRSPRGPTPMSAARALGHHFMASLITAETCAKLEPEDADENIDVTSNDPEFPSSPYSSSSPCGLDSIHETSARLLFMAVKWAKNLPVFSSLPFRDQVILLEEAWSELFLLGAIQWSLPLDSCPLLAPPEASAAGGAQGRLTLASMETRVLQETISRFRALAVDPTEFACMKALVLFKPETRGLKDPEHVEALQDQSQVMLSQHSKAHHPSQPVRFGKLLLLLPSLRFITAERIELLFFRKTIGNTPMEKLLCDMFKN
Shn3 inh set2: inhibitors of Schnurri-3 3'UTR reporter in osteoblasts. Clone20 osteoblast Shn3 3'UTR firefly luciferase, 24 h. inhibition, % at 12.5 µM. 360,000 compounds, 0.52% hits;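 active = mean inhibition of at least 75% with every replicate also reaching 75%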;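 also: 0% = median of neutral control wells and 100% = pilot-screen positive control compound; some compounds past the cut are filed as inactive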
H9c2 protect: myocardial damage modulation in H9c2 cells; H9c2 cardiomyocytes, H2O2 injury protection, ATPLite, 2 h; 360,000 compounds, 0.63% hits; protection from H2O2 cell death, % at 20 µM;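 active = compounds giving at least 50% protection of heart cells from peroxide-induced death in the single-dose screen, raw or plate-pattern-corrected value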;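 also: 0% = DMSO wells with peroxide and 100% = DMSO wells without peroxide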
Peg3 prom inh: reduces Peg3 promoter-driven luciferase expression in HeLa. AID 588405. HeLa PEG-Prom luciferase reporter, luminescence, overnight. 360,000 compounds, 1.7% hits. inhibition, % at 20 µM;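 active = inhibition of at least 50% at 20 µM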
iPSC survival up: enhancers of human iPSC single-cell survival; survival enhancement, % at 20 µM; AID 602274; 360,000 compounds, 0.044% hits; hiPSC single-cell survival, ATPlite luminescence; 100% = ROCK inhibitor wells, 0% = DMSO; in the data active = survival enhancement above about 18%;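 also: cells exposed to compounds for 16 hours before the ATP read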
HTR2A ag: agonists of mouse serotonin 5-HT2A receptor (HTR2A). P35363. CHO-K1 mHTR2A beta-arrestin complementation, luminescence; percent of 30 µM serotonin response. activation, % at 7.6 µM. 360,000 compounds, 0.66% hits. AID 624169;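 active = activation above a run cutoff, the mean activation of all tested compounds plus 3 SD, cut at about 14% in these data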;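 also: 0% = plate median of compound wells and 100% = 30 µM serotonin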
MITF TRPM1 inh: reduces MITF-dependent TRPM1 promoter luciferase signal; SK-MEL-5 TRPM1 promoter luciferase, 24 h; inhibition, % at 12.5 µM; 330,000 compounds, 0.83% hits; AID 488899;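 active = mean inhibition across replicates of 60% or more, whatever share of single replicates reaches that level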; also: values of inactives mirror those of a sister screen read the other way
NR2E3 ag-2: activates human photoreceptor nuclear receptor NR2E3. 320,000 compounds, 0.12% hits. GST-NR2E3/biotin-RetCOR TR-FRET, 1536-well. Q9Y5X4. inhibition of corepressor binding, % at 4.78 µM. AID 2300;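 active = percent inhibition above the cutoff of mean plus 3 SD of all tested compounds, set per screening campaign, cut at about 20% in these data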;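 also: 0% = DMSO wells and 100% = biotin wells as full block of FRET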
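Assay system: NR2E3–RetCOR corepressor complex. Quantity: 1.35 nM GST-NR2E3. Buffer or medium: pH 7.5 Tris-based buffer. Reagent: biotinylated RetCOR corepressor at 7 nM final. Schedule: 5 h at 4 °C. Detection: TR-FRET, emission read at 617 and 671 nm. Replicates: one well per compound, singlicate testing.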
Starred values were filed as active, the others as inactive; · = not tested or not shown.

Values in the order: MITF TRPM1 inh	CaV13 FRET inh	NR2E3 ag-2	iPSC survival up	Peg3 prom inh	HTR2A ag	PDI inh	H9c2 protect	HIF-2a inh	NR2E3 ag-1	Shn3 inh set2
> Cc1cc(C(=O)NCCCN2CCCC2=O)cs1
→ 2	-8	4	6.0	14	5	-4	11	0	3	6
> CN(C(=O)COC(=O)c1ccc(C#N)cc1)c1ccccc1
→ 6	-3	2	-0.6	11	5	-11	-1	5	11	14
> C[C@H](CO)N1C[C@H](C)[C@@H](CN(C)S(C)(=O)=O)Oc2ccc(N(C)C)cc2C1=O
→ 8	-9	·	5.7	3	5	2	1	14	-12	14
> COc1cc(C(=O)NCCCCCCNC(=O)c2cc(OC)c(OC)c(OC)c2)cc(OC)c1OC
→ 21	-4	5	0.1	-2	1	-8	2	8	18	-5
> Cc1ccc(S(=O)(=O)N(C(=N)N)c2nc(N(C)C)nc(N(C)C)n2)cc1
→ 0	-5	0	0.1	21	0	9	-5	18	-9	-4
> O=C(Cc1ccccc1)N1CCCC(c2nc(-c3ccc(S(=O)(=O)N4CCCC4)cc3)no2)C1 (stereo unspecified)
→ 23	-7	-1	-1.8	24	-1	-7	-1	28	-16	43
> COc1ccc(-c2[nH]ncc2CNC(C)c2cn(C)nc2C)c(F)c1 (stereo unspecified)
→ 10	-4	4	-1.2	1	6	-5	5	20	17	11
> Cc1c(Br)c(O)c(Br)c(O)c1/C=N/n1c(-c2ccccc2)n[nH]c1=S
→ 5	·	0	0.1	23	2	-5	-4	8	-11	-14
> O=C(NCc1ccc(F)cc1)c1ccc(NC(=O)C2CCCO2)cc1 (stereo unspecified)
→ -11	-4	5	0.1	-3	4	2	3	-8	-1	-11
> CCOC(=O)CC(NC(=O)CCc1c(C)nc2nc(C)nn2c1C)c1ccc(OC(C)C)cc1 (stereo unspecified)
→ -2	6	1	0.3	16	2	-5	1	13	-14	-16
> CC(C)CCNC(=O)C1CC(c2cccc([N+](=O)[O-])c2)=NO1 (stereo unspecified)
→ -3	-4	6	-0.3	2	-1	-4	0	2	-23	-23
> CCOC(=O)c1nn(-c2ccc(F)cc2)c2nc(Nc3ccccc3)cc(=O)n12
→ -6	-7	1	0.0	12	10	-46	6	11	18	15
> COc1ccc(C2CC(c3ccc(OC)cc3O)=NN2C(=O)c2ccccc2)cc1 (stereo unspecified)
→ 1	-20	0	-0.5	9	9	-5	0	-1	-15	13
> CCOC(=O)C1=C(N)Oc2cc(O)ccc2C1c1ccccc1 (stereo unspecified)
→ -3	-19	0	0.1	36	-4	-15	-8	19	-11	17
> Cc1ccc(NC(=O)NC(=O)COc2ccccc2C(N)=O)c(C)c1
→ -13	-7	0	-0.6	-41	-3	-1	-2	-30	-28	5
> CCN(CC(=O)NC1CCS(=O)(=O)C1)c1ccc(S(C)(=O)=O)cc1[N+](=O)[O-] (stereo unspecified)
→ -6	·	2	-0.9	22	-1	7	2	13	-7	-6
> O=C(CCCSc1nc2ccccc2[nH]1)N1CCN(c2ccc([N+](=O)[O-])cc2)CC1
→ 22	·	5	2.5	19	2	3	-30	29	21	79
> CCOC(=O)N1CCN(c2c(NCc3ccccc3Cl)c(=O)c2=O)CC1
→ 9	3	4	-0.5	25	-1	0	8	17	-11	14
> Cc1ccc(NC(=O)CNC(=O)c2ccco2)cc1
→ -43	-20	-2	-0.4	-121	5	12	-5	-120	-80	-33
> O=C(COc1ccc([N+](=O)[O-])cc1)Nc1cccc2nsnc12
→ -10	-3	4	-0.4	4	7	-6	6	-6	-15	6
> CN1/C(=C\C(=O)COC(=O)CN2C(=O)C3CC=CCC3C2=O)C(C)(C)c2ccccc21 (stereo unspecified)
→ -1	-5	4	1.9	8	2	-1	-16	1	-9	16
> O=C(Cc1cccs1)N/N=C/C=C/c1ccccc1[N+](=O)[O-]
→ ·	-16	6	0.7	-87	0	-3	3	-200	-32	0
> CCc1ccc(NC(=O)CNS(=O)(=O)c2c(C)noc2C)cc1
→ 6	·	3	6.9	11	-1	-8	-6	-10	-25	-13
> C[C@H]1COC(=O)[C@@H](NC(=O)OCC2c3ccccc3-c3ccccc32)C/C=C\C[C@H](CC(=O)NCCO)C(=O)N1
→ 3	-5	·	-1.0	1	1	-11	-6	8	-28	4
> O=C(CN1C2CCCC1CC(NC(=O)c1ccccc1)C2)Nc1ccccc1C(F)(F)F (stereo unspecified)
→ 17	-2	2	-0.1	18	2	7	-1	-7	-1	-4
> Cn1nnnc1SCCNCc1ccccc1OCc1ccccc1
→ 4	-6	-3	-0.4	15	-2	7	-5	7	-24	0
> CC1=CCC2C(=O)N(C(C)c3ccccc3)C(=O)C2C1 (stereo unspecified)
→ 7	-9	-2	2.3	7	3	-10	13	-1	-4	-6
> CCOc1ccc(NC(=O)c2ccccc2NS(C)(=O)=O)cc1
→ -42	-8	-1	-2.8	-40	1	-2	-6	-60	-27	-14
> COC(CN(C)C(=O)c1ccc2c(c1)NC(=O)c1ccccc1S2)OC
→ -4	-4	·	-0.3	7	2	-3	2	5	-11	14
> COC(=O)C1C=CC(OC2OC(COC(C)=O)C(OC(C)=O)C(OC(C)=O)C2OC(C)=O)n2c(=O)n(-c3ccccc3)c(=O)n21 (stereo unspecified)
→ 95*	-7	·	-3.8	107*	7	-3	-17	85*	-8	97*

One compound at a time (already shown). Order of screens: MITF TRPM1 inh, CaV13 FRET inh, NR2E3 ag-2, iPSC survival up, Peg3 prom inh, HTR2A ag, PDI inh, H9c2 protect, HIF-2a inh, NR2E3 ag-1, Shn3 inh set2
Cc1c(Br)c(O)c(Br)c(O)c1/C=N/n1c(-c2ccccc2)n[nH]c1=S is listed as 5, ·, 0, 0.1, 23, 2, -5, -4, 8, -11, -14
CC(C)CCNC(=O)C1CC(c2cccc([N+](=O)[O-])c2)=NO1 (stereo unspecified) is listed as -3, -4, 6, -0.3, 2, -1, -4, 0, 2, -23, -23
O=C(NCc1ccc(F)cc1)c1ccc(NC(=O)C2CCCO2)cc1 (stereo unspecified) is listed as -11, -4, 5, 0.1, -3, 4, 2, 3, -8, -1, -11
Cc1ccc(NC(=O)CNC(=O)c2ccco2)cc1 is listed as -43, -20, -2, -0.4, -121, 5, 12, -5, -120, -80, -33
Cn1nnnc1SCCNCc1ccccc1OCc1ccccc1 is listed as 4, -6, -3, -0.4, 15, -2, 7, -5, 7, -24, 0

The results go on.
Values in the order: MITF TRPM1 inh	CaV13 FRET inh	NR2E3 ag-2	iPSC survival up	Peg3 prom inh	HTR2A ag	PDI inh	H9c2 protect	HIF-2a inh	NR2E3 ag-1	Shn3 inh set2
> CCC1CCCCN1C(=O)COC(=O)c1cc(Br)ccc1Cl (stereo unspecified)
→ -12	-5	-1	-0.2	6	-1	-6	4	11	-20	-1
> COC(=O)C[C@H]1C[C@H]2c3cc(NC(=O)CC4CC4)ccc3O[C@H]2[C@H](CO)O1
→ ·	-3	·	-2.8	6	-3	-11	1	6	-6	-5
> O=C(O)c1ccc(COc2ccccc2C=C2C(=O)c3ccccc3C2=O)cc1
→ 4	-4	0	-1.8	4	4	3	14	11	-29	-5
> O=C(NC1=NCCS1)c1ccc(F)c(S(=O)(=O)N2CCOCC2)c1
→ 7	-5	·	-0.2	15	0	-4	7	8	-5	6
> Nc1cccc(S(=O)(=O)NC2=NCCC2)c1
→ -2	-4	-2	-2.3	5	-5	0	-18	18	-4	3
> O=C(c1ccc(=O)[nH]c1)N1CCCc2ccccc21
→ 11	-1	-2	0.0	-3	-4	-12	3	11	-5	-10
> Cc1cc(C)c2nc(N3CCCC(C(=O)NC4CCCC4)C3)sc2c1 (stereo unspecified)
→ -26	-3	1	-0.1	-155	-5	6	-4	-27	-4	-18
> Cc1ccc(NC(=S)NC(NC(=O)C(C)(C)C)C(Cl)(Cl)Cl)c(C)c1 (stereo unspecified)
→ -2	-5	2	3.0	-259	1	-8	-2	24	4	36
> O=C1c2ccsc2SCCN1Cc1ccccc1
→ 23	-7	1	0.4	-1	4	-4	5	2	2	18
> O=C(OCC(=O)N1CCN(C(=O)c2ccco2)CC1)c1ccc(Cl)cc1
→ -8	-4	0	-2.4	-9	-1	0	8	4	1	-15
> O=C(NC1CCCCC1)c1cc(C2CC2)on1
→ -68	-6	1	-0.8	-145	-2	0	-2	-166	-51	-51
> Cc1cc(C)cc(OCCCn2ccnc2)c1
→ 6	-19	2	1.2	8	0	0	-4	6	-4	-45
> Cc1sc2nc3ccc(N4CCCC4)nn3c(=O)c2c1C
→ -26	-10	-2	-0.1	-154	3	1	-13	-128	-34	-7
> CCC(C)(C)NC(=O)Cc1ccc(C)cc1
→ -2	-4	1	0.2	-3	-2	-14	1	-6	6	-7
> COc1ccc(P(=O)(COc2ccc([N+](=O)[O-])cc2)c2ccc(OC)cc2)cc1
→ -7	-5	2	4.4	0	-3	18	3	-25	-34	-10
> COc1cccc2sc(Nc3nc(-c4ccncc4)cs3)nc12
→ -5	-2	6	-0.2	-4	-4	-8	18	-51	4	20
> COc1cccc(CN2CCN(Cc3nc4c(s3)CCCC4)CC2CCO)c1 (stereo unspecified)
→ -4	-8	3	9.7	-1	-2	-3	-13	14	10	4
> CC(=O)Nc1ccc(NC(=O)CSc2nnc(NC(=O)c3ccco3)s2)cc1
→ 5	-3	1	0.0	13	3	1	-7	12	-29	4
> O=C(NC(=S)Nc1ccc(Cl)cn1)c1cc([N+](=O)[O-])ccc1N1CCOCC1
→ 14	-6	3	-0.4	10	1	-1	-2	10	-4	-7
> CC(C)(C#N)N([O-])C=C[N+](=O)C(C)(C)C#N
→ -2	-6	2	0.8	14	4	-7	-5	4	4	6

Some of the entries above in a different format.
mol	MITF TRPM1 inh	CaV13 FRET inh	NR2E3 ag-2	iPSC survival up	Peg3 prom inh	HTR2A ag	PDI inh	H9c2 protect	HIF-2a inh	NR2E3 ag-1	Shn3 inh set2
O=C(NC(=S)Nc1ccc(Cl)cn1)c1cc([N+](=O)[O-])ccc1N1CCOCC1	14	-6	3	-0.4	10	1	-1	-2	10	-4	-7
COc1cccc2sc(Nc3nc(-c4ccncc4)cs3)nc12	-5	-2	6	-0.2	-4	-4	-8	18	-51	4	20
CC(C)(C#N)N([O-])C=C[N+](=O)C(C)(C)C#N	-2	-6	2	0.8	14	4	-7	-5	4	4	6
Cc1sc2nc3ccc(N4CCCC4)nn3c(=O)c2c1C	-26	-10	-2	-0.1	-154	3	1	-13	-128	-34	-7

Hits appear at their usual frequency; about 3.9% have a hit in one of these screens.
